From PubChem BioAssay
TcdB inh: TcdB glycohydrolase inhibitors, primary screen, biochemical, single point, plate reader; Toxin B (Clostridioides difficile), P18177; TcdB glycohydrolase enzymatic assay; hit rate 0.24% among 350,000; AID 652162, 2013; inhibition, % at 9.99 µM; in the data active = inhibition above about 10%
Target sequence (P18177 whole entry, looked up): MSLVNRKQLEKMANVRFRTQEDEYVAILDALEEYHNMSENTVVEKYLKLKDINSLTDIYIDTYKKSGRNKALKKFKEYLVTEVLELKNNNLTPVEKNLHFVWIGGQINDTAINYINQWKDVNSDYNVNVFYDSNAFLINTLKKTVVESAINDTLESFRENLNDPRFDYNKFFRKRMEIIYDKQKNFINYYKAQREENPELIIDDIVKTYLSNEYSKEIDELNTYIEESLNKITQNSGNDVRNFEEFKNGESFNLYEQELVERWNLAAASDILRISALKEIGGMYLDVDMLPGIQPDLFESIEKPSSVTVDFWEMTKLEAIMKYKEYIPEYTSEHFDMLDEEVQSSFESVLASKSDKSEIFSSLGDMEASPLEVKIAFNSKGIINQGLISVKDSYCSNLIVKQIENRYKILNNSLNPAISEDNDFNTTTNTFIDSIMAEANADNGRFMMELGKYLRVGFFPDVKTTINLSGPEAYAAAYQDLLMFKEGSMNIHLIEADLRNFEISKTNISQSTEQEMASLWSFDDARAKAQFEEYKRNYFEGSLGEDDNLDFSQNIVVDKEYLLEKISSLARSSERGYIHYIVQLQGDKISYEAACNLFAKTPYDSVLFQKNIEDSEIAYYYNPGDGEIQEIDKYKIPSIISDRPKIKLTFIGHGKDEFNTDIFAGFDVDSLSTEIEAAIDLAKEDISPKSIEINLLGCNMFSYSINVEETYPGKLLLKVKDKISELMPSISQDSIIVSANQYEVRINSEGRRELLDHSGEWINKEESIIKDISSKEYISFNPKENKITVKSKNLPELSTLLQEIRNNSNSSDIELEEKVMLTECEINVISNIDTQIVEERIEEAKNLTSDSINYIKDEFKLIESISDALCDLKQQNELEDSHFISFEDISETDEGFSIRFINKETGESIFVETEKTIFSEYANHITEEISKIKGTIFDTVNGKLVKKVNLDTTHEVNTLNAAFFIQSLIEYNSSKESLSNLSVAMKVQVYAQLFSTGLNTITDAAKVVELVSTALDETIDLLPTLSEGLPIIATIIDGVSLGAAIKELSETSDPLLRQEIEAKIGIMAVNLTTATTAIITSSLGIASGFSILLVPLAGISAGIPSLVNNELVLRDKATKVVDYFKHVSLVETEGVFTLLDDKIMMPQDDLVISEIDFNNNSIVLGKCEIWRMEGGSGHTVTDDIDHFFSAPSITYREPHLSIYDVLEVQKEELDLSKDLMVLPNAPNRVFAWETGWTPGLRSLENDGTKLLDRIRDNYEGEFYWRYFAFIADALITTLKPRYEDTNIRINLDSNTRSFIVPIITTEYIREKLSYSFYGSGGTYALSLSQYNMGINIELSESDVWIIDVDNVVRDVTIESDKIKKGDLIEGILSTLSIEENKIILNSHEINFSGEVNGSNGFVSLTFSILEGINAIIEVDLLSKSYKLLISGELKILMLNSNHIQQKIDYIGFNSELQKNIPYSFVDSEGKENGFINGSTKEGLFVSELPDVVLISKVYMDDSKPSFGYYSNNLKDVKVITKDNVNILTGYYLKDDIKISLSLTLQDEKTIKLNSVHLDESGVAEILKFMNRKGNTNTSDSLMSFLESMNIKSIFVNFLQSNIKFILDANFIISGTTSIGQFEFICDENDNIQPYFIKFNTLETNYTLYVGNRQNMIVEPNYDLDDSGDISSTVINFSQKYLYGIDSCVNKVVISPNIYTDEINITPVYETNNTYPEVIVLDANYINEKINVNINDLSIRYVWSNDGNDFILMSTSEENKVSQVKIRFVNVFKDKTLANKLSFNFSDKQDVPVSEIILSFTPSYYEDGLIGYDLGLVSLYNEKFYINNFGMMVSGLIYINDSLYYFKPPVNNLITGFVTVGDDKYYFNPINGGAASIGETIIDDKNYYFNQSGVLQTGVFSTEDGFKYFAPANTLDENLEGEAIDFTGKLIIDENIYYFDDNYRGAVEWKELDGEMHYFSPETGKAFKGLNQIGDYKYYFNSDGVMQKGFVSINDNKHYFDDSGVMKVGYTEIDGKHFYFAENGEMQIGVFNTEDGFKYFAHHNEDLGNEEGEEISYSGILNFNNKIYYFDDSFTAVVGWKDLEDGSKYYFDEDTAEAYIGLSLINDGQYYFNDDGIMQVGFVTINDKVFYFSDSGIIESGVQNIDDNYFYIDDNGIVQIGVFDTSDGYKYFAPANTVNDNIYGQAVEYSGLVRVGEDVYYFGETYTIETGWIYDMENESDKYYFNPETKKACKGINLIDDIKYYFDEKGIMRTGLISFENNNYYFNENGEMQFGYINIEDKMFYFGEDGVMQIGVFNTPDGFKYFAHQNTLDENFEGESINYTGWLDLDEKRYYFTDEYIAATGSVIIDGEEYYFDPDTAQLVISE
Numbers without * were called inactive.

SMILES	TcdB inh
CN(C)C(=O)c1ccc(-c2ccc([C@H]3[C@@H](CO)N4C(=O)CN(C(=O)CC5CC5)C[C@@H]34)cc2)cc1	0.3
O=C(C1CCCCC1)N1CC(=O)N2[C@H](CO)[C@H](c3ccc(C#CCc4ccccc4)cc3)[C@H]2C1	-1.9
CC(C)CC#Cc1cnc2c(c1)C(=O)N([C@H](C)CO)C[C@H](C)[C@H](CN(C)C(=O)Cc1ccccc1)O2	-1.3
C[C@H]1CN([C@@H](C)CO)C(=O)c2cccc(NC(=O)C3CCOCC3)c2O[C@H]1CN(C)S(=O)(=O)c1ccc(F)cc1	0.1
C[C@@H]1CN([C@@H](C)CO)C(=O)c2cc(NS(C)(=O)=O)ccc2O[C@@H](C)CCCCO[C@@H]1CN(C)S(=O)(=O)c1cn(C)cn1	-4.4
CCC(=O)Nc1ccc2c(c1)OC[C@H](C)N(C(=O)c1ccccn1)C[C@H](C)[C@@H](OC)CN(C)C2=O	-1.6
O=C(C[C@H]1C[C@H]2c3cc(NC(=O)C4CCC4)ccc3O[C@H]2[C@@H](CO)O1)NCC1CC1	0.6
O=C(C[C@@H]1CC[C@H]2[C@@H](COC[C@H](O)CN2Cc2cccc(F)c2)O1)NCc1ccncc1	-2.1
C[C@@H]1CN([C@H](C)CO)C(=O)c2cc(NC(=O)Nc3ccc(C(F)(F)F)cc3)ccc2O[C@H]1CN(C)C(=O)NC1CCCCC1	-1.2
O=C(O)CCCCCCC(=O)Nc1ccc(C2OC(CSCCO)CC(c3ccccc3)O2)cc1 (centres undefined)	-0.7
C[C@H](CO)N1C[C@H](C)[C@@H](CN(C)C)Oc2ccc(NC(=O)NC3CCCCC3)cc2CC1=O	-0.8
C[C@H](CO)N1C[C@H](C)[C@H](CN(C)S(=O)(=O)c2ccccc2)Oc2ncc(-c3ccncc3)cc2C1=O	-0.5
CN1c2ccc(Br)cc2[C@H]2[C@H](CCN2S(=O)(=O)c2ccccc2F)[C@H]1CO	-1.2
O=C(C[C@@H]1CC[C@H](NC(=O)C2CCOCC2)[C@H](CO)O1)Nc1ccc(-c2ccccc2)cc1	-0.2
C[C@H]1CN([C@@H](C)CO)C(=O)c2cccc(NS(=O)(=O)c3ccc(Cl)cc3)c2O[C@@H]1CN(C)C(=O)Nc1ccccc1	-0.1
COCC(=O)N(C)C[C@@H]1Oc2ncc(C#CC(C)(C)O)cc2C(=O)N([C@H](C)CO)C[C@@H]1C	2.1
C[C@H]1CCCCO[C@@H](CN(C)C(=O)C2CCCCC2)[C@@H](C)CN([C@@H](C)CO)C(=O)c2cc(NC(=O)C3CCCCC3)ccc2O1	-1.5
O=C(C[C@@H]1CC[C@H]2[C@@H](COC[C@@H](O)CN2CCc2ccccc2)O1)NCCCN1CCOCC1	0.9
O=C(C[C@@H]1CC[C@@H]2[C@H](COC[C@@H](O)CN2Cc2ccccc2F)O1)NCc1ccccc1F	-0.1
CCC(=O)Nc1ccc2c(c1)C(=O)N(C)C[C@@H](OC)[C@@H](C)CN(C(=O)CC1CC1)[C@@H](C)CO2	-1.4
CCCN1C[C@@H](C)[C@@H](OC)CN(C)C(=O)c2ccc(NC(=O)C3CCOCC3)cc2OC[C@H]1C	-10.8
COc1ccc(NC(=O)Nc2ccc3c(c2)C(=O)N([C@H](C)CO)C[C@H](C)[C@H](CN(C)Cc2ccc(C(=O)O)cc2)OCCCC[C@H](C)O3)cc1	0.7
CO[C@H]1CC[C@@H]2CCN(C)C(=O)C[C@@H](c3ccccc3)CN(C)C(=O)c3cc(C#N)ccc3OC[C@H]1O2	1.6
C[C@@H]1CN([C@@H](C)CO)C(=O)CCCn2cc(nn2)CO[C@H]1CN(C)Cc1cccc(O)c1	-0.3
C/C=C/c1ccc([C@H]2[C@@H](CO)N3C(=O)CN(Cc4ccc(C(=O)OC)cc4)C[C@H]23)cc1	-0.2
COc1ccccc1NC(=O)N1CCCCN2[C@H](CO)[C@H](c3ccc(-c4cccc(C#N)c4)cc3)[C@H]2C1	1.2
CO[C@H]1CN(C)C(=O)c2ccc(NC(=O)C3CC3)cc2OC[C@H](C)N(C(=O)CN2CCOCC2)C[C@H]1C	0.6
O=C(C[C@@H]1CC[C@@H](NC(=O)Cc2ccccn2)[C@@H](CO)O1)NCCc1ccccc1	-0.3
O=C(C[C@@H]1CC[C@@H]2[C@H](COC[C@H](O)CN2C(=O)Nc2ccc(Cl)cc2)O1)NC1Cc2ccccc2C1	-2.2
COc1ccc(NC(=O)Nc2ccc3c(c2)C(=O)N([C@@H](C)CO)C[C@H](C)[C@H](CN(C)C(=O)Nc2ccc(F)cc2)OCCCC[C@H](C)O3)cc1	-0.3
CNC[C@@H]1OCCCC[C@@H](C)Oc2ccc(NS(=O)(=O)c3ccc(F)cc3)cc2C(=O)N([C@H](C)CO)C[C@@H]1C	1.5
Cc1noc(C)c1S(=O)(=O)Nc1ccc2c(c1)C(=O)N([C@H](C)CO)C[C@@H](C)[C@H](CN(C)C(=O)Nc1ccc3c(c1)OCO3)O2	0.8
C[C@H](CO)N1C[C@H](C)[C@H](CN(C)Cc2ccc(C(=O)O)cc2)Oc2ccc(NC(=O)C3CCCCC3)cc2C1=O	-0.1
CN1CCN(C(=O)C[C@@H]2C=C[C@@H](NC(=O)Cc3ccccn3)[C@@H](CO)O2)CC1	0.4
COc1ccc(S(=O)(=O)N(C)C[C@@H]2OCc3ccccc3-c3c(n(C)c4ccccc34)C(=O)N([C@H](C)CO)C[C@@H]2C)cc1	0.8
CO[C@@H]1CN(C)C(=O)c2cc(NC(=O)Nc3ccccc3F)ccc2OC[C@H](C)NC[C@@H]1C	-0.3
COc1ccc2c3c([nH]c2c1)[C@H](CO)N(C(=O)C1CCC1)CC31CN(C(=O)NC(C)C)C1	0.4
CC(=O)N1CC[C@@H]2[C@H]1c1cc(-c3cccc(F)c3)ccc1N[C@@H]2CO	0.2
CN(C)CC(=O)N[C@@H]1CC[C@@H](CC(=O)NCc2ccc(Cl)cc2)O[C@H]1CO	0.0
COc1ccc(NC(=O)N(C)C[C@@H]2OCCCC[C@@H](C)Oc3ccc(NC(=O)Cc4ccccc4)cc3C(=O)N([C@H](C)CO)C[C@@H]2C)cc1	0.7
CN1c2ccc(-c3ccc(C#N)cc3)cc2[C@H]2[C@H](CCN2S(=O)(=O)c2cccc(F)c2)[C@H]1CO	0.6
COc1cccc(NC(=O)C[C@@H]2CC[C@H]3[C@H](COc4ccc(NC(=O)C5CCC5)cc4C(=O)N3C)O2)c1	-0.3
C[C@H](CO)N1C[C@H](C)[C@H](CN(C)Cc2ccc3c(c2)OCO3)Oc2c(NC(=O)c3nc4ccccc4s3)cccc2C1=O	0.0
O=C(CN1CCOCC1)N[C@H]1CC[C@H](CCNS(=O)(=O)c2ccccc2F)O[C@H]1CO	-0.9
COc1ccccc1NC(=O)N1C[C@H]2[C@@H](c3ccccc31)[C@@H](CO)N2C(=O)C1CC1	0.3
COCC(=O)Nc1ccc2c(c1)[C@H]1C[C@H](CC(=O)NCc3ccc(OC)cc3)O[C@@H](CO)[C@H]1O2	1.9
CC(C)NC(=O)N[C@H]1CC[C@@H](CCn2cc(-c3ccc(F)cc3)nn2)O[C@H]1CO	0.6
COc1ccc(CNC(=O)C[C@H]2CC[C@H](NC(=O)CN(C)C)[C@@H](CO)O2)cc1	-0.5
CO[C@H]1CN(C)C(=O)c2ccc(NC(=O)C3CC3)cc2OC[C@H](C)N(Cc2ccccc2)C[C@@H]1C	0.3
C[C@@H]1CN([C@H](C)CO)C(=O)Cc2cc(NS(=O)(=O)c3cn(C)cn3)ccc2O[C@H]1CN(C)S(=O)(=O)c1cccs1	-3.1
CO[C@@H]1CN(C)C(=O)c2cc(C#N)ccc2OC[C@H]2O[C@@H](CC[C@H]2OC)CCN(C)C(=O)[C@H]1C	-0.4
C[C@H]1CN([C@@H](C)CO)C(=O)c2cccc(NC(=O)NC3CCCCC3)c2O[C@@H]1CN(C)S(=O)(=O)c1ccc(F)cc1	-0.3
COc1ccc(C#Cc2ccc([C@H]3[C@H]4CN(Cc5ccccc5F)CCCCN4[C@H]3CO)cc2)cc1	0.3
C[C@H]1CN([C@@H](C)CO)C(=O)c2cccc(NC(=O)Nc3ccc4c(c3)OCO4)c2O[C@H]1CN(C)S(=O)(=O)c1ccccc1	-1.0
COc1ccc([Si](C)(C)[C@@H]2[C@@H](CCO)O[C@]3(C(=O)N(Cc4ccc(N5CCOC5=O)cc4)c4ccccc43)[C@H]2C)cc1	0.4
COc1ccccc1-c1cnc2c(c1)C(=O)N([C@H](C)CO)C[C@H](C)[C@@H](CN(C)C(=O)CC1CC1)O2	-1.1
C[C@H](CO)N1C[C@H](C)[C@H](CN(C)S(C)(=O)=O)Oc2c(NC(=O)Nc3cccc4ccccc34)cccc2C1=O	2.1
O=C(Cc1cccnc1)N1CC(=O)N2[C@H](C1)[C@H](c1ccc(C#CC3CCCC3)cc1)[C@@H]2CO	0.8
CO[C@H]1CN(C)C(=O)c2cc(NC(=O)c3cnccn3)ccc2OC[C@H](C)NC[C@@H]1C	-1.2
C[C@@H]1CN([C@H](C)CO)C(=O)Cc2cc(NC(=O)Cn3cnnn3)ccc2O[C@H]1CN(C)S(=O)(=O)c1cccs1	-0.4

Nothing new here: entries from further up.
SMILES	TcdB inh
CN1c2ccc(-c3ccc(C#N)cc3)cc2[C@H]2[C@H](CCN2S(=O)(=O)c2cccc(F)c2)[C@H]1CO	0.6
COc1cccc(NC(=O)C[C@@H]2CC[C@H]3[C@H](COc4ccc(NC(=O)C5CCC5)cc4C(=O)N3C)O2)c1	-0.3
C[C@H](CO)N1C[C@H](C)[C@H](CN(C)Cc2ccc3c(c2)OCO3)Oc2c(NC(=O)c3nc4ccccc4s3)cccc2C1=O	0.0
O=C(CN1CCOCC1)N[C@H]1CC[C@H](CCNS(=O)(=O)c2ccccc2F)O[C@H]1CO	-0.9
COc1ccccc1NC(=O)N1C[C@H]2[C@@H](c3ccccc31)[C@@H](CO)N2C(=O)C1CC1	0.3
COCC(=O)Nc1ccc2c(c1)[C@H]1C[C@H](CC(=O)NCc3ccc(OC)cc3)O[C@@H](CO)[C@H]1O2	1.9
CC(C)NC(=O)N[C@H]1CC[C@@H](CCn2cc(-c3ccc(F)cc3)nn2)O[C@H]1CO	0.6
COc1ccc(CNC(=O)C[C@H]2CC[C@H](NC(=O)CN(C)C)[C@@H](CO)O2)cc1	-0.5
CO[C@H]1CN(C)C(=O)c2ccc(NC(=O)C3CC3)cc2OC[C@H](C)N(Cc2ccccc2)C[C@@H]1C	0.3
C[C@@H]1CN([C@H](C)CO)C(=O)Cc2cc(NS(=O)(=O)c3cn(C)cn3)ccc2O[C@H]1CN(C)S(=O)(=O)c1cccs1	-3.1
CO[C@@H]1CN(C)C(=O)c2cc(C#N)ccc2OC[C@H]2O[C@@H](CC[C@H]2OC)CCN(C)C(=O)[C@H]1C	-0.4

(more compounds)
SMILES	TcdB inh
COc1ccc(CN(C)C[C@H]2OCCCC[C@H](C)Oc3ccc(NS(=O)(=O)c4cccs4)cc3C(=O)N([C@H](C)CO)C[C@H]2C)cc1	-0.4
CCC(=O)N1CCCCN2[C@@H](CO)[C@@H](c3ccc(-c4ccc(F)cc4)cc3)[C@@H]2C1	-5.0
CCC(=O)N1CC[C@@H]2[C@H]1c1cc(-c3ccc(OC)cc3)ccc1N(C)[C@H]2CO	11.3*
C[C@@H]1CN([C@@H](C)CO)C(=O)c2cccc(NC(=O)c3ccncc3)c2O[C@H]1CN(C)S(C)(=O)=O	0.4
COc1cccc(NC(=O)N[C@@H]2C=C[C@@H](CC(=O)N3CCCCC3)O[C@@H]2CO)c1	0.2
CCC(=O)N1CC2(C1)CN(C(=O)c1ccccn1)[C@H](CO)c1c2c2ccc(OC)cc2n1C	1.1
COc1ccc(-c2cnc3c(c2)C(=O)N([C@@H](C)CO)C[C@@H](C)[C@@H](CN(C)C(=O)C2CCCCC2)O3)cc1	1.9
Cc1noc(C)c1NC(=O)Nc1ccc2c(c1)CC(=O)N([C@@H](C)CO)C[C@@H](C)[C@H](CN(C)Cc1ccc(C(F)(F)F)cc1)O2	0.8
CS(=O)(=O)N1[C@@H]2c3ccc(C4=CCCCC4)c(=O)n3C[C@@H]2[C@@H](CO)[C@@H]1C(=O)NCc1ccncc1	0.6
CCCNC(=O)N1CC2(CCN(C(C)=O)CC2)c2c(n(C)c3cc(OC)ccc23)[C@@H]1CO	0.7
CN(C)C(=O)[C@@H]1[C@@H](CO)[C@@H]2Cn3c(cccc3=O)[C@H]1N2C(=O)c1ccc(F)cc1	0.4
COc1cccc(NC(=O)C[C@@H]2CC[C@H]3[C@H](COc4ccc(NC(=O)C5CC5)cc4C(=O)N3C)O2)c1	-0.4
CCCNC(=O)N1C[C@@H]2[C@H](c3ccccc31)[C@@H](CO)N2C(=O)Nc1ccccc1F	0.3
CN1C(=O)c2cc(NC(=O)c3cnccn3)ccc2OC[C@H]2O[C@@H](CC(=O)NCC3CCCCC3)CC[C@@H]21	0.0
C[C@H]1CN([C@@H](C)CO)C(=O)c2cc(C#CC3CC3)cnc2O[C@@H]1CN(C)S(C)(=O)=O	-0.3
CCCC(=O)Nc1ccc2c(c1)OC[C@H](C)N(Cc1ccccc1F)C[C@@H](C)[C@@H](OC)CN(C)C2=O	0.0
Cc1cc(C(=O)Nc2cccc3c2O[C@H](CN(C)C)[C@@H](C)CN([C@@H](C)CO)C3=O)n(C)n1	0.1
CN1CCN(C(=O)C[C@@H]2CC[C@@H]3[C@H](COC[C@H](O)CN3Cc3ccc(Oc4ccccc4)cc3)O2)CC1	-1.6
Cc1noc(C)c1S(=O)(=O)N(C)C[C@@H]1OCCCC[C@H](C)Oc2ccc(NS(=O)(=O)c3cn(C)cn3)cc2C(=O)N([C@H](C)CO)C[C@@H]1C	-0.3
O=C([C@H]1[C@H](CO)[C@H]2Cn3c(cccc3=O)[C@@H]1N2C(=O)CC1CC1)N1CCCCC1	-0.9
Cc1ccccc1-c1ccc([C@H]2[C@@H](CO)N3CCCCN(C(=O)CN4CCOCC4)C[C@H]23)cc1	-1.7
C[C@H]1CN([C@@H](C)CO)C(=O)Cc2cc(NC(=O)NC3CCCCC3)ccc2O[C@@H]1CN(C)C(=O)NC1CCCCC1	0.5
CCCNC(=O)Nc1ccc2c(c1)OC[C@@H](C)N(Cc1ccccn1)C[C@H](C)[C@@H](OC)CN(C)C2=O	1.4

A portion of the library. The share of hits here may be higher or lower than overall.
